# GC-B act: human GC-B receptor activators, primary screen, HEK293 GC-B cells, cGMP TR-FRET, EC30 CNP | hit rate 0.11% among 370,000 | activation, % at 10 µM | 0% at EC30 CNP, 100% saturating CNP | AID 1920062, 2024;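 active = activation at 10 µM reaching about 35% in either raw or pattern-adjusted values, limit read from the data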
# HTRA1 inh: HTRA1 serine protease inhibitors, primary screen, biochemical, fluorescence polarization, HTS; Q92743; recombinant HTRA1, FP-rhodamine activity-based probe; inhibition, % at 5.96 µM; hit rate 0.5% among 340,000; AID 504803, 2011; in the data active = inhibition above about 36%;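 note: 0% = enzyme with DMSO and 100% = wells lacking enzyme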
# rCAG binder: binders of r(CAG) RNA repeats, primary screen, biochemical, fluorescence; r(CAG) RNA repeat, TO-PRO-1 dye displacement fluorescence; inhibition, % at 3 µM; hit rate 1.3% among 370,000; AID 651821, 2012;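 active = inhibition above the plate cutoff, the mean of all test compounds on that plate plus 3 SD, cut at about 35% in these data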;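 note: 0% = DMSO alone and 100% = 100 µM mitoxantrone as full dye displacement; higher means more dye released from RNA so lower well fluorescence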
# LEDGF integ inh: blockers of LEDGF/p75-dependent integrase strand transfer – biochemical, TR-FRET, high throughput, primary screen. inhibition, % at 3.7 µM. TR-FRET IN-LEDGF/p75 DNA integration, Eu/Cy5. HIV-1 integrase (with human LEDGF/p75). hit rate 0.64% among 370,000;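 active = inhibition above the screen-wide mean plus 3 SD, cut at about 13% in these data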;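 note: signal is the Cy5 over europium emission ratio at 671 and 618 nm; 0% = plate median of compound wells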
# MBD2 DNA inh: inhibitors of MBD2 binding to methylated DNA, primary screen, biochemical, TR-FRET, DNA-binding domain, human | MBD2 binding to methylated oligonucleotide | inhibition, % at 4.4 µM | hit rate 0.31% among 370,000 | AID 686964, 2013; in the data active = inhibition above about 13%
# ABHD4 inh: ABHD4 inhibitors, primary screen, biochemical, fluorescence polarization, mouse. (Lyso)-N-acylphosphatidylethanolamine lipase (Mus musculus), Q8VD66. purified mABHD4, FP-Rh probe fluorescence polarization. inhibition, % at 8.92 µM. hit rate 0.54% among 370,000;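 active = inhibition exceeding the mean over every tested compound plus 3 SD, cut at about 30% in these data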;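 note: 0% = plate median of compound wells and 100% = S159A mutant with DMSO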
#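 Assay system: wild-type mouse ABHD4 protein; compound: single nominal dose of 8.92 µM, 0.89% DMSO final; schedule: 45 min + 60 min at 25 °C; measured by: FP readout, ex 525 nm / em 598 nm; evaluation: % inhibition of FP-Rh probe binding versus controls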
# PRMT1 inh: PRMT1 methyltransferase inhibitors, primary screen, biochemical, fluorescence polarization | Protein arginine N-methyltransferase 1 (Homo sapiens), Q99873 | recombinant PRMT1, activity-based probe fluorescence polarization | inhibition, % at 2.79 µM | hit rate 1.3% among 370,000 | AID 652257, 2013;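 active = inhibition above about 21% made by adding two undisclosed values, limit read from the data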
# TDP2 inh: human TDP2 enzyme inhibitors, primary screen, biochemical, epi absorbance, recombinant enzyme; inhibition, % at 12.8 µM; hit rate 0.34% among 370,000; Tyrosyl-DNA phosphodiesterase 2 (Homo sapiens), O95551; T5PNP hydrolysis, p-nitrophenol absorbance 415 nm;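 active = inhibition above the mean of all tested compounds plus 3 SD, set per campaign, cut at about 25% in these data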;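 note: 0% = DMSO with enzyme and 100% = buffer with substrate but no TDP2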
# Target sequence (O95551 whole entry, looked up): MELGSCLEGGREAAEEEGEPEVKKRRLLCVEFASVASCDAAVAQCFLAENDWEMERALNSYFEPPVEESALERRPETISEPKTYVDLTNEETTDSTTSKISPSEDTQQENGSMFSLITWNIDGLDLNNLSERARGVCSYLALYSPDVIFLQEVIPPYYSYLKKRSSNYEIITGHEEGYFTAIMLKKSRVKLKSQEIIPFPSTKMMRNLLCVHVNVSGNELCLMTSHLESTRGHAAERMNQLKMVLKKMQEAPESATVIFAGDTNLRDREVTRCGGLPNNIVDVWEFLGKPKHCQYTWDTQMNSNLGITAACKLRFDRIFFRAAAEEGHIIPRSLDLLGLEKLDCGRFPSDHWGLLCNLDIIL
#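 Read-out basis: percent inhibition. System: recombinant human TDP2. Buffer or medium: Mg2+-containing Tris-HCl buffer, pH 7.5. Repeats: single replicate. Timing: reaction 2 h, 37 °C. Benchmarks: high control without enzyme, low control DMSO plus TDP2. Probe or stimulus: 5 mM T5PNP. Doses: 12.8 µM only. Measured by: epi absorbance of p-nitrophenol freed from T5PNP by hydrolysis.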
# SIAE primary: human SIAE inhibitors, primary screen, biochemical, fluorescence polarization, FP-Rh probe, 1536-well HTS; SIAE FP-Rh probe binding; inhibition, % at 9.66 µM; hit rate 0.69% among 370,000; AID 1053197, 2014;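 active = inhibition above a cutoff: mean of compounds within the control limits plus 3 SD of those, cut at about 17% in these data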;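 note: 0% = plate median of compound wells and 100% = probe without SIAE protein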
# Target sequence (Q9HAT2 whole entry, looked up): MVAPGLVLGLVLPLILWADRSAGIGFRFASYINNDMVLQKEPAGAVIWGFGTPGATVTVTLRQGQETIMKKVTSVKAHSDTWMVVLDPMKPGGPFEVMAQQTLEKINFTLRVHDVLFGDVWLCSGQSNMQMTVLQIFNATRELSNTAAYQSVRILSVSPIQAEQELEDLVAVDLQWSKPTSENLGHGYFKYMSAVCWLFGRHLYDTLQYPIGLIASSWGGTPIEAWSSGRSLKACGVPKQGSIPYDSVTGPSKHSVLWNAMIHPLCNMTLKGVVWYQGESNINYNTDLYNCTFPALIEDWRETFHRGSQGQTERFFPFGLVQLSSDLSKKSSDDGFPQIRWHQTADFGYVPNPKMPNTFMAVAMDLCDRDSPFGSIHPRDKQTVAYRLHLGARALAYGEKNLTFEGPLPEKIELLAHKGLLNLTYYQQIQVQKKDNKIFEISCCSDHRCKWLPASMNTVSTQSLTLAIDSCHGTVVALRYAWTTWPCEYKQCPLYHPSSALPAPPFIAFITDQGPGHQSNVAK
# TCR CD3 inh: inhibitors of human TCR-CD3 interaction, primary screen, biochemical, fluorescence, TAMRA-labeled TCR probe | T-cell receptor (TCR) | inhibition, % at 9.4 µM | hit rate 0.37% among 360,000; in the data active = inhibition above about 19%;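 note: recombinant mutant TCR 2C K166C tagged with TAMRA read by polarization; 0% = receptor in buffer alone and 100% = receptor with positive control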
# The depositor's hits bear a star; . = not tested or not shown.
SMILES,GC-B act,HTRA1 inh,rCAG binder,LEDGF integ inh,MBD2 DNA inh,ABHD4 inh,PRMT1 inh,TDP2 inh,SIAE primary,TCR CD3 inh
O=C(CCS(=O)(=O)c1ccccc1)Nc1ccc(Cl)c(Cl)c1,-4,.,5,0,-1,-9,1,-3,2,.
Cc1cccc(C(=O)NC2C(=O)NNC2c2ccc(Cl)cc2)c1 (centres undefined),-6,-1,11,6,-8,3,-3,30*,6,4
CCCCC1C2=C(CCCC2=O)OC2=C1C(=O)CCC2,0,1,-1,2,1,-10,0,-1,7,10
CCC(=O)NC(=S)Nc1ccc(NC(=O)c2cccc([N+](=O)[O-])c2C)cc1,2,-5,-2,3,-1,-3,-1,0,-8,2
CCc1ccc(OCC(=O)NC(NC(=S)Nc2ccccc2C)C(Cl)(Cl)Cl)cc1 (centres undefined),-3,-4,6,-7,-3,-2,2,-8,-4,-4
CC(C)C(NC(=O)C1CCCCC1)C(=O)Nc1ccccn1 (centres undefined),-1,9,-3,1,0,0,-2,3,2,5
COc1ccc(CN2C(=NC(=O)C3CC3)SC3CS(=O)(=O)CC32)cc1 (centres undefined),-4,2,-3,-1,3,-6,-1,12,5,3
CCN(CC)S(=O)(=O)c1ccc(C)c(NC(=O)COC(=O)c2ccc(C)c(S(=O)(=O)N3CCOCC3)c2)c1,-4,-11,15,-2,-5,-8,-2,3,-4,1
CC(Oc1cc2oc(=O)c3c(c2cc1Cl)CCC3)C(=O)NCCCN1CCCC1=O (centres undefined),-8,2,-5,-2,-4,5,0,-3,6,-4
Cc1ccc(S(=O)(=O)NCC(=O)OC(C)C(=O)NCc2ccc3c(c2)OCO3)cc1 (centres undefined),-5,-1,-5,-5,6,-11,7,-9,-4,-8
Cc1cccc(NC(=O)c2cc(N3CCOCC3)nc3ccccc23)c1,4,-11,1,0,2,-6,2,2,-5,-3
Cc1cc(C)nc(NS(=O)(=O)c2ccc(NS(=O)(=O)c3ccccc3)cc2)n1,0,1,2,-1,0,-8,-1,-8,6,1

# Full records from above. Order of screens: GC-B act, HTRA1 inh, rCAG binder, LEDGF integ inh, MBD2 DNA inh, ABHD4 inh, PRMT1 inh, TDP2 inh, SIAE primary, TCR CD3 inh
# Listed for COc1ccc(CN2C(=NC(=O)C3CC3)SC3CS(=O)(=O)CC32)cc1 (centres undefined) : -4, 2, -3, -1, 3, -6, -1, 12, 5, 3
# Listed for Cc1cccc(C(=O)NC2C(=O)NNC2c2ccc(Cl)cc2)c1 (centres undefined) : -6, -1, 11, 6, -8, 3, -3, 30*, 6, 4
# Listed for CCC(=O)NC(=S)Nc1ccc(NC(=O)c2cccc([N+](=O)[O-])c2C)cc1 : 2, -5, -2, 3, -1, -3, -1, 0, -8, 2
# Listed for O=C(CCS(=O)(=O)c1ccccc1)Nc1ccc(Cl)c(Cl)c1 : -4, ., 5, 0, -1, -9, 1, -3, 2, .

# Additional entries.
SMILES,GC-B act,HTRA1 inh,rCAG binder,LEDGF integ inh,MBD2 DNA inh,ABHD4 inh,PRMT1 inh,TDP2 inh,SIAE primary,TCR CD3 inh
CN(C(=O)c1cccc(NC(=O)C2CCCN(C(=O)OC(C)(C)C)C2)c1)C1CCC1 (centres undefined),3,-3,-6,0,-1,0,0,-7,-1,-2
CCOc1ccc(S(=O)(=O)N2CCCCC2)cc1NC(=O)c1c(CC)noc1C,-1,1,-4,-1,-3,-2,-5,25*,-8,10
CCCCN(C(=O)NC(=O)Nc1ccccc1OCC)S(C)(=O)=O,-2,-23,2,2,1,-9,-4,1,-2,3
CCOC(=O)c1sc2nc3n(c(=O)c2c1C)CCC(C)CC3 (centres undefined),-6,-7,1,5,1,1,5,-1,-5,0
COc1ccccc1C(=O)NC(=S)Nc1ccccc1N1CCCCC1,-3,1,4,-3,2,10,2,4,-2,-2
COCCNC(=O)c1ccc2c(=O)n(CCOC)c(=O)[nH]c2c1,2,9,-2,-2,1,8,1,2,-5,5
CC(C)c1ccc(C(=O)NN2C(=O)C3CCCCC3C2=O)cc1 (centres undefined),0,1,0,-1,-5,-1,-3,-8,7,6
O=C(CSc1nc2[nH]c(=O)cc(O)c2s1)Nc1nncs1,-4,4,0,-3,23*,4,-3,16,1,0
CSc1ccc(-c2cccc([N+](=O)[O-])c2)nn1,-6,-4,-1,-4,5,5,3,5,9,-3
CCOC(=O)CNC(=O)CCCCCC(=O)NCC(=O)OCC,4,-1,-2,1,4,-4,5,0,-8,-2
O=C1CCC(C(=O)N2CCN(c3ccccc3Cl)CC2)CN1CC1CCCCC1 (centres undefined),4,-8,-4,1,2,4,0,8,3,6
CCN(C(=O)c1cc2cccc(OC)c2oc1=O)c1ccccc1,-4,7,-4,0,5,10,-1,6,-1,3
COc1ccc(N2CCN(CC(=O)c3ccc(O)cc3O)CC2)cc1,2,-4,6,3,-2,-2,0,6,1,2
Nc1cc(C(F)(F)F)ccc1N1CCOCC1,4,6,-3,-3,0,1,8,3,6,-4
CCN1CCCC1CNC(=O)Cn1ncc2c(=O)oc3ccc(C)cc3c21 (centres undefined),-3,-2,5,-2,-4,2,-1,-4,-1,2
Cc1nn(C)c(=S)n1-c1ccc(Cl)cc1,4,3,-4,1,3,5,2,-9,3,5
N#Cc1cn(Cc2cccc(Cl)c2)c2ccccc12,-17,-50,0,-1,0,-17,-1,2,-4,-3
Fc1ccccc1CSc1nncn1NCc1cccs1,-3,-2,-4,-2,4,3,3,3,1,-5
CC(=O)Nc1cc(-c2cccc(C(=O)N(C)C)c2)cn2c(-c3ccc(F)c(Cl)c3)cnc12,12,.,8,1,-5,1,-6,7,-9,1
COC(=O)C(C(=O)N1CCN(C)CC1)C1CCCCCC1 (centres undefined),0,-4,-4,-3,4,5,1,-8,-8,4
Cn1c(=O)c2[nH]c(SCC(=O)NCCc3cccc(F)c3)nc2n(C)c1=O,-4,.,6,-3,-1,-2,-1,1,1,.
C=CCn1c(SCC(=O)c2ccc(O)c(O)c2)nnc1-c1cccc(C)c1,-1,70*,16,-2,6,41*,7,-6,19*,14
Cc1nn(C(=O)Cn2ccc([N+](=O)[O-])n2)c(C)c1Br,2,-11,3,5,-5,5,-2,-5,3,11
CCn1c(SC)nnc1C1CCCN(CC(=O)Nc2ccccc2N2CCOCC2)C1 (centres undefined),0,-2,-4,-1,2,-4,1,4,12,10
C=CCN1[C@@H](Cc2ccccc2)COc2cccc(N3CCSCC3)c2S1(=O)=O,-5,.,6,1,0,-2,2,-6,-1,.
CCOc1ccccc1NC(=O)Nc1ccc(Br)cc1C,1,-4,-1,4,-2,-7,-2,-3,1,6
CC(C)(C)C(=O)OC/C(N)=N/OC(=O)c1ccccc1,0,-5,-2,3,0,8,-2,-12,-2,3
Cc1ccc(OCC(=O)NNC(=O)C2CC(=O)N(c3ccc4c(c3)OCCO4)C2)cc1 (centres undefined),-3,3,-3,5,-5,-8,-4,-19,-10,-3
Cc1ccc(S(=O)(=O)N2CCN(C(=O)COC(=O)c3c(C)cc(C)cc3C)CC2)c(C)c1,0,-22,4,7,2,-18,-2,-17,-10,-6
CCOC(=O)N1CCN(C(=O)CN(c2ccccc2OC)S(=O)(=O)c2ccc(C)cc2)CC1,-1,-7,-5,2,-6,1,-4,5,-4,2
O=C(Nc1cccc(C(F)(F)F)c1)NC1CCN(S(=O)(=O)c2ccc(F)cc2)CC1,2,-8,2,-1,6,-14,1,-1,0,-1
O=C(Oc1ccc2c(c1)OCO2)c1cc2c(s1)CCC2,4,6,28,12,25*,16,4,12,7,13
Cc1nnc2c(N3CCN(CCO)CC3)nc3ccccc3n12,-2,2,-4,-2,0,-2,0,9,-7,-4
O=C(CCC1CCCN(C(=O)c2ccncc2)C1)NCc1ccc(F)c(F)c1 (centres undefined),0,6,-3,-1,-2,1,-1,2,-4,9
Cc1onc(-c2ccccc2)c1C(=O)NNC(=O)c1ccccc1Br,6,-7,1,0,3,2,-2,5,-3,6
COc1ccc(CN2CCC(=O)N([C@H](CO)CC(C)C)CC2)cc1,1,5,-9,0,0,-2,0,3,8,0
Cn1c(CCNC(=O)c2ccccc2F)nnc1SCC(=O)Nc1nncs1,0,-3,-1,-6,-5,4,0,-6,-1,8
Cc1nc2nc(Cc3ccccc3)[nH]n2c(=O)c1Cc1ccccc1,4,-2,1,-1,3,-21,0,6,-3,-2
CNc1cc(C)nc(-n2nc(C)cc2C)n1,-4,1,0,-4,2,0,0,1,-1,-2
CCOC(=O)NC(C(F)(F)F)(C(F)(F)F)P(=O)(c1ccccc1)c1ccccc1,4,1,2,-6,-2,6,-4,1,3,-9
Cc1ccc(SCc2nc(-c3ccccc3)no2)cc1,-6,1,-2,-4,1,-4,0,4,4,1
COc1cccc2c3c(c(=O)[nH]c12)CCC(C)(C)O3,2,1,-1,1,-2,1,0,-4,-4,-5
Cc1cn([C@H]2C[C@H](O)[C@@H](/C=C/C(=O)NCCCc3ccccc3)O2)c(=O)[nH]c1=O,-1,.,1,4,5,-8,6,-6,5,1
Cc1ccc2nc(SCC(=O)Nc3ccc(F)c([N+](=O)[O-])c3)[nH]c2c1,-6,-47,13,1,3,-9,-2,-4,-4,3
CC1CCC(NC(=O)CC2Oc3ccccc3NC2=O)CC1 (centres undefined),-7,3,2,-1,4,0,3,2,-4,-9
CCN=C1NC(c2cccc(F)c2)C(C(=O)OC)=C(C)N1Cc1ccccc1C(F)(F)F (centres undefined),-18,.,2,-1,7,7,0,4,5,-8
CCN(c1ccc(C)cc1C)S(=O)(=O)c1nnc(NC(=O)C(C)(C)C)s1,-1,-20,10,-2,2,0,2,5,9,4
O=c1[nH]c2cc3ccccc3cc2nc1C(F)(F)F,2,4,-2,-7,-5,-1,5,-6,1,0
CCN(CC)C(=O)C1=C(C)N(Cc2ccc(C(C)(C)C)cc2)C(=O)C(CC(=O)NC(c2ccccc2)c2ccccc2)C1 (centres undefined),2,-59,8,70*,-3,-2,0,-11,1,-10
CCC/C(=N\NC(=O)C1CC1)c1ccccc1,6,.,0,1,-1,0,-6,-14,-3,2
CCCn1c(SCC(=O)NC(C)(C)C)nnc1C(C)C,-5,-5,2,2,1,3,-2,1,-3,3
COc1cc(CC(=O)OCC(=O)NC(C)c2ccccc2)cc(OC)c1OC (centres undefined),-2,-4,1,-6,0,6,0,3,2,1
Nc1ccc(N2N=C(N3CCCC3)CC2=O)cc1,-2,6,15,0,0,0,3,-2,6,-2

# Not all compounds are listed; count on the stated rates, not on these rows.
